EWS-Fli inh = EWS/Fli-driven NR0B1 reporter inhibitors, primary screen, A673 cells, NR0B1 luciferase, luminescence, MLPCN library. viability-normalised. inhibition, % at 12.6 µM. hit rate 0.67% among 350,000. AID 651661, 2012;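 active = mean inhibition of at least 50% after viability correction, with every replicate also passing that limit; inconclusive = mean reaches 50% but only one of two replicates passes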;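 also: firefly luciferase signal divided by Alamar Blue viability fluorescence both relative to DMSO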
ARNT TACC3 PPI = disruptors of ARNT/TACC3 protein interaction, primary screen, biochemical, AlphaScreen, single concentration; AlphaScreen His-ARNT PAS-B/GST-TACC3 binding, luminescence; TACC3 fragment carries E629A point mutation; inhibition, % at 9.99 µM; hit rate 0.66% among 390,000; AID 623870, 2012;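 active = mean inhibition of replicates at least 50% and at least half of replicates each reaching 50%; inconclusive = half or more replicates reach 50% but mean below 50%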;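 also: 0% = complete ARNT plus TACC3 wells and 100% = ARNT alone without TACC3; many hits fall short of the cut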
LGR2 inh = inhibitors of bursicon-induced LGR2 CRE-luciferase signal, primary screen, cell-based, HEK293, CRE-luciferase reporter, bursicon stimulation; inhibition, % at 9.99 µM; bursicon-stimulated, 4 h; hit rate 0.35% among 380,000; Drosophila bursicon receptor LGR2 (rickets);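 active = drop in luminescence signal, shown as inhibition above about 50% in the replicate tests, limit read from the data, passing the limit was not always enough; inconclusive = probably only some replicates passing the limit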;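 also: agonist challenge used bursicon conditioned medium at about half maximal strength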
CASP6 VEID inh = human caspase-6 inhibitors, primary screen, biochemical, VEID-R110 fluorescence, single point, set 2; purified caspase-6, Z-VEID-R110 cleavage fluorescence; inhibition, % at 12.5 µM; hit rate 0.53% among 350,000; AID 686996, 2013;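 active = mean inhibition across replicates at least about 35%, with every replicate also reaching that limit, limit read from the data; inconclusive = only one of the two criteria met; inactive = neither criterion met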;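 also: 0% = median of neutral control wells and 100% = no fluorescence left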
Target sequence (P55212 24-179 limits assumed): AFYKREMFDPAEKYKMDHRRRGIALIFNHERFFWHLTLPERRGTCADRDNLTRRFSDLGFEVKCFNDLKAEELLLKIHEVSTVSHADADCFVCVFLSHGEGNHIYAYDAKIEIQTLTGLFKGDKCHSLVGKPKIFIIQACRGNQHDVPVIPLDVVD
Target sequence (P55212 194-293 limits assumed): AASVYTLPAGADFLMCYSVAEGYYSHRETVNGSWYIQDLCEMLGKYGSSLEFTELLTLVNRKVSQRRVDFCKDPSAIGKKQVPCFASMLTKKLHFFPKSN
DENV2 CPE rescue = inhibitors of DENV2 cytopathic effect, primary screen, cell-based, plate reader, single concentration; CPE inhibition, % at 9.99 µM; DENV2-infected cells, cytopathic effect rescue; hit rate 1.7% among 350,000; in the data active = CPE inhibition above about 20%, passing the limit was not always enough; inconclusive = no clear call, values can overlap the other calls; tested in BHK-21 cells;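 also: 0% = median of neutral control wells and 100% = median of positive control wells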
SIRT5 inh = SIRT5 desuccinylase inhibitors, primary screen, biochemical, fluorescence imaging, single point, set 5; Purified SirT5, succinyl-peptide AMC, trypsin-coupled fluorescence; inhibition, % at 15 µM; hit rate 1.1% among 330,000; AID 652115, 2013; in the data active = inhibition above about 15%; inconclusive = no clear call, values can overlap the other calls
Target sequence (Q9NXA8 whole entry, looked up): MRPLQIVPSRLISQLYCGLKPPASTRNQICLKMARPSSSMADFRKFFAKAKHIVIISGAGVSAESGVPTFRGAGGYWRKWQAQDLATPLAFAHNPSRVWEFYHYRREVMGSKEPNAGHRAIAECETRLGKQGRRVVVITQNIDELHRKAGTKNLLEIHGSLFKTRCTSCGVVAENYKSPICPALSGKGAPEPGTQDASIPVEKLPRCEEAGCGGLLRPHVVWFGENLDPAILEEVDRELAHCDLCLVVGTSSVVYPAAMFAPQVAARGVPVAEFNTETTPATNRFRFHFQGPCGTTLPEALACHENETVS
PAX8 inh HTS = inhibitors of PAX8-driven TPO luciferase reporter, primary screen, RMG-I cells, single concentration. hit rate 1.2% among 360,000. inhibition, % at 12.6 µM. SteadyGlo, 24 h;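 active = mean replicate inhibition at least 60% with every replicate also reaching 60%; inconclusive = only one of the two criteria is met; inactive = mean below 60% and not all replicates reaching 60%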;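 also: luciferase light reporting Pax8 driven TPO promoter activity; plate controls were median of neutral control wells for no effect and mitoxantrone controls for full effect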
* hit, by the source's call; ? = inconclusive; . = not tested or not shown; & = joins results of further samples.

Under each structure: SIRT5 inh, ARNT TACC3 PPI, EWS-Fli inh, LGR2 inh, PAX8 inh HTS, CASP6 VEID inh, DENV2 CPE rescue
Cc1c(NC(=O)c2csc3c2CCCC3)c(=O)n(-c2ccccc2)n1C
  -2.2, ., -6.4, -14.7, 7.7, -0.5, 2.9
O=C(COC(=O)c1cc2c(s1)CCCCC2)NC1CCS(=O)(=O)C1 (stereo unspecified)
  -1.9, 8.6, -4.1, -5.0, -17.5, 2.0, -3.7
O=C(CN1CCOCC1)NNC(=O)c1ccc(Cl)cc1
  -1.8, 2.1, 0.8, -3.4, -5.0, -0.8, -2.6
Cc1ccc(C)c(-n2c(SCC(=O)O)nc3sc4c(c3c2=O)CCCC4)c1
  2.9, -13.1, 14.9, 5.0, -20.8, 3.7, 9.9
CC=Cc1ccc2n(c1=O)C[C@H]1[C@H](CO)[C@@H](C(=O)N[C@@H](C)c3ccccc3)[C@@H]2N1Cc1cncnc1 (mixture of isomers)
  -8.8, -7.9, -1.6, -0.5, 4.3, -2.0, 10.5
C[C@H](CO)N1C[C@H](C)[C@@H](CN(C)C(=O)C2CCOCC2)Oc2ncc(Br)cc2C1=O
  -5.0&-0.1&1.3, -5.3&-3.7, -18.0&-7.2&-11.2, 2.9&0.1, -13.3, 0.3&-1.3&4.3, -4.2&-12.4&-11.2
CN1C(=O)/C(=C/c2cc(C(C)(C)C)c(O)c(C(C)(C)C)c2)NC1=S
  0.7, -1.7, -5.6, -4.5, -8.8, 2.2, 0.1
O=C(COC(=O)c1ccc(Cl)nc1)NCc1ccco1
  -1.9, -4.0, 9.5, 8.5, -1.6, 1.6, 1.9
COc1ccc2c(c1)OC/C(=C/c1cccs1)C2=O
  -2.8, 0.2, -26.3, 9.0, 111.7*, 5.2, 1.2
O=C(C[C@@H]1CC[C@@H]2[C@H](COC[C@@H](O)CN2Cc2ccccc2F)O1)N[C@H]1CCN(Cc2ccccc2)C1
  8.9, 0.4, -6.6, 0.0, 7.2, 2.0, -0.9
Cc1ccc(N2C(=O)NC(NC(=O)c3ccc(Cl)cc3)(C(F)(F)F)C2=O)cc1 (stereo unspecified)
  ., -5.1, ., -0.8, 7.2, ., .
COC(=O)c1ccc(NC(=O)c2cccc(N3C(=O)CCC3=O)c2)cc1
  -2.0, -2.8, 0.1, 2.1, -13.9, -1.2, -5.3
COc1ccc(S(=O)(=O)Nc2ccc3c(c2)C(=O)N([C@H](C)CO)C[C@@H](C)[C@H](CN(C)C(=O)Nc2ccccc2)O3)cc1
  -0.3, 1.3, -1.9, 10.0, -16.4, -4.1, -2.9
O=C(C[C@@H]1C=C[C@@H](NC(=O)NC2CCCCC2)[C@@H](CO)O1)NCc1ccccc1
  ., -5.0, 3.6, -15.1, -5.4, -5.6, 5.4
O=C(C[C@H]1CC[C@H]2[C@@H](COC[C@H](O)CN2C(=O)Nc2ccc(F)cc2)O1)NC1CCC1
  -0.8, -3.0, ., -6.5, ., 6.1, ?

(list continues)
Under each structure: SIRT5 inh, ARNT TACC3 PPI, EWS-Fli inh, LGR2 inh, PAX8 inh HTS, CASP6 VEID inh, DENV2 CPE rescue
CN(C[C@@H]1[C@@H](c2ccccc2)[C@H](CO)N1CC1CC1)C(=O)c1ccc(F)cc1
  -0.7, -1.4, 2.5, 2.8, -12.1, 0.6, -7.0
COCCNC(=O)/C(C#N)=C/c1c(F)cccc1Cl
  ., 2.9, 3.7, 29.8, 4.1, 3.1, .
CCCn1c(N)c(C(=O)CSc2ncnc3sccc23)c(=O)n(C)c1=O
  -2.2, 7.3, -11.0, -10.2, ., 2.7, 3.2
COc1ccc(OC)c(C(=O)NC(CC(N)=O)c2ccc(N3CCC(Cc4ccccc4)CC3)c([N+](=O)[O-])c2)c1 (stereo unspecified)
  ., 2.0, 7.1, 7.9, 3.0, 2.7, .
O=c1[nH]c(COc2ccccc2)nc2ccccc12
  -4.6, -13.4, -12.1, -49.9, -125.3, -1.3, 4.5
CCCC#Cc1ccc2c(c1)O[C@H](CN(C)C)[C@@H](C)CN([C@H](C)CO)S2(=O)=O
  -0.3, -0.3, 9.7, -10.5, -13.3, -0.6, -0.9
CCCN(C)C[C@H]1OCCCC[C@@H](C)Oc2ccc(NS(=O)(=O)c3ccc(C)cc3)cc2C(=O)N([C@H](C)CO)C[C@H]1C
  4.8, -0.2, ., 13.8, 29.7, -0.7, 3.3
S=C(NCc1ccncc1)Nc1cc(Cl)cc(Cl)c1
  -0.9, -9.0, -1.4, 3.4, -8.4, 1.3, -2.0
Cc1onc(-c2ccccc2)c1C(=O)c1c[nH]c(C(=O)NCc2ccccn2)c1
  19.1*, 2.3, 0.2, 0.2, 9.4, -6.1, -1.3
COc1ccccc1NS(=O)(=O)c1cc(C(=O)N2CCCC2)ccc1C
  1.3, -6.8, -1.9, 13.2, 4.5, 1.2, 15.1
N#CC1C(=N)Cc2ccccc2-c2ccccc21 (stereo unspecified)
  0.7, 1.1, 42.5, -4.2, 32.3, 2.1, 7.8
O=C1O/C(=C/c2ccccc2)c2ccccc21
  0.2, 2.8, 8.3, -14.6, -34.3, 0.3, ?
CC(=O)N(C)C[C@@H]1Oc2ncc(C#Cc3ccccn3)cc2C(=O)N([C@H](C)CO)C[C@H]1C
  4.9, ., -1.3, -5.9, ., -0.9, 4.0
CC(C)C(NC(=O)Nc1ccccc1)C(=O)Nc1cccc(S(=O)(=O)N(C)C)c1 (stereo unspecified)
  -2.6, -9.6, -1.3, 6.2, 0.0, -4.3, 3.6
Cc1cnc(C2OCCO2)c2cccc([N+](=O)[O-])c12
  -2.5, ., -14.3, 5.6, 1.8, 8.5, 6.5

Additional records follow:
Under each structure: SIRT5 inh, ARNT TACC3 PPI, EWS-Fli inh, LGR2 inh, PAX8 inh HTS, CASP6 VEID inh, DENV2 CPE rescue
COc1ccccc1C(=O)Nc1ccc2c(c1)C(=O)N(C)[C@@H]1CC[C@H](CC(=O)NCc3ccc(Cl)c(Cl)c3)O[C@@H]1CO2
  -0.1, -2.5, 16.8, -16.0, 34.1, -1.5, -9.7
C[C@H](NC(=O)C[C@H]1CC[C@@H](NC(=O)Cc2ccccn2)[C@@H](CO)O1)c1ccccc1
  4.9, -7.8, -6.3, 10.5, 12.1, -1.6, 11.1
COc1ccc(NC(=O)CN2C(=O)COc3ccc(S(=O)(=O)N4CCOCC4)cc32)c(OC)c1
  2.2, 4.4, ., -1.3, -6.3, -4.5, -2.2
COc1ccc(S(=O)(=O)Nc2ccc3c(c2)C(=O)N([C@H](C)CO)C[C@H](C)[C@H](CN(C)Cc2ccc(C(F)(F)F)cc2)O3)cc1
  7.4, 0.2, 36.5, 15.5, ., 1.4, 4.0
CN(CC(=O)Nc1cccc(F)c1)C(=O)c1ccc(OCc2cn3ccccc3n2)cc1
  -4.6, ., -46.7, -60.3, -66.5, 1.9, 3.0
CC(C)NC(=O)N[C@@H]1C=C[C@@H](CC(=O)NCCCN(C)C)O[C@@H]1CO
  1.6, -10.0, 0.7, 10.6, -0.6, -0.2, 8.0
C=CCn1cccc(C(=O)Nc2cc(OC)ccc2OC)c1=O
  -3.0, 3.8, -7.4, 9.5, 2.0, -1.4, 5.1
CN(CC(=O)Nc1cccc(F)c1)C(=O)c1cccnc1Sc1ccc(Cl)cc1
  3.0, -3.0, 8.6, 13.7, ., 5.1, ?
OC[C@@H]1CN(Cc2ccc(-c3ccccc3)cc2)C[C@H](n2cnc3c(NCc4ccc(F)cc4)ncnc32)O1
  6.9, ., 26.0, 13.6, 84.3*, -4.6, -6.6
O=C(Nc1ccc(F)cc1)N1C[C@H]2[C@@H](c3ccccc31)[C@H](CO)N2C(=O)c1ccccn1
  -6.4, 6.2, -0.9, -26.1, -0.4, -6.4, -3.0
CCCC(=O)N1CC2(C1)CN(C(=O)COC)[C@@H](CO)c1c2c2ccc(OC)cc2n1C
  ., ., 23.9, -17.4, ., ., 10.6
Cc1ccc(S(=O)(=O)N(CC(=O)NCC2CCCO2)Cc2cccc(C)c2)cc1 (stereo unspecified)
  0.0, 0.7, -2.1, 12.3, 7.4, 1.8, -3.1
CCCCNC(=O)Cn1c(=O)n(C)c2ccccc21
  -2.3, 4.5, 3.3, -8.7, 0.3, -0.1, -3.6
CC(=O)c1ccc(-c2ccc(-c3cc(=O)oc4c(C(C)C)ccc(C)c34)cc2)cc1
  -2.7, -2.7, 10.1, 0.3, 17.6, -1.6, 2.4
O=C(CCc1nnc2ccc(NCc3ccccc3)nn12)NC1CCCC1
  -2.6, 3.9, ., 6.1, 27.7, 5.9, -0.8

Additional records:
Under each structure: SIRT5 inh, ARNT TACC3 PPI, EWS-Fli inh, LGR2 inh, PAX8 inh HTS, CASP6 VEID inh, DENV2 CPE rescue
Cc1cc(C)c(NC(=O)CN2C(=O)NC3(CCCCC3)C2=O)c(Cl)c1
  0.3, -3.5, 8.0, -0.7, ., 1.6, -2.9
Nc1ccc(-c2ccc(C(=O)O)s2)cn1
  -91.2, -0.7, -3.8, -0.7, -19.8, -0.1, -0.5
O=C(O)C[C@H]1C[C@@H]2c3cc(NC(=O)c4ccc5c(c4)OCO5)ccc3O[C@@H]2[C@H](CO)O1
  5.4, 1.7, 0.8, 11.9, -7.9, -2.2, 2.9
C[C@H](CO)N1C[C@H](C)[C@@H](CN(C)C(=O)C2CCCCC2)OCCCC[C@H](C)Oc2ccc(NC(=O)Nc3ccc(F)cc3)cc2C1=O
  21.9*, -3.5, 9.3, 4.5, 38.8, 0.4, 2.5
Cc1c(Cl)cccc1NC(=S)N1CCCN(Cc2ccccc2F)C1
  -6.4, -0.5, -12.9, 3.0, -3.7, -3.5, 2.6
CNC(=O)CN(c1cc([N+](=O)[O-])ccc1OC)S(C)(=O)=O
  ., -4.1, ., -7.5, 6.1, ., .
N#Cc1c(N)n[nH]c1Cc1cccc2ccccc12
  ., 0.1, 3.7, -3.3, 8.9, 0.0, -3.7
O=C(Nc1cc(S(=O)(=O)N2CCCCC2)ccc1N1CCCCC1)c1ccncc1
  2.0, 2.8, 20.1, 10.7, 13.5, -0.7, -4.3
COc1ccc(OC)c(/C=C2\SC(N3CCCC(C)C3)=NC2=O)c1 (stereo unspecified)
  -4.3, -13.9, -3.2, -5.4, 13.5, 2.2, -2.9
C[C@@H]1CN([C@H](C)CO)C(=O)c2cc(NS(C)(=O)=O)ccc2O[C@@H]1CN(C)Cc1ccccc1
  -4.1, 3.8, 0.3, -3.4, -12.6, -0.7, 6.9
CCc1ccccc1N1C(=O)C2C3C=CC(CC3)C2C1=O (stereo unspecified)
  -1.4, -1.5, -5.8, 12.4, 0.3, 1.4, ?
CC(C)N(C(=O)[C@H]1C[C@H](CC(=O)NCc2ccco2)C(=O)N2CCc3c([nH]c4ccc(Cl)cc34)[C@]12C)C(C)C
  -3.1, -1.8, 18.5, 15.0, 19.2, 3.9, -8.4

SIRT5 inh, entries above that show a hit.
canonical_smiles,SIRT5 inh,ARNT TACC3 PPI,LGR2 inh,CASP6 VEID inh,DENV2 CPE rescue
Cc1onc(-c2ccccc2)c1C(=O)c1c[nH]c(C(=O)NCc2ccccn2)c1,19.1*,2.3,0.2,-6.1,-1.3
C[C@H](CO)N1C[C@H](C)[C@@H](CN(C)C(=O)C2CCCCC2)OCCCC[C@H](C)Oc2ccc(NC(=O)Nc3ccc(F)cc3)cc2C1=O,21.9*,-3.5,4.5,0.4,2.5

Screening data (PubChem BioAssay)
